Bioassay records from PubChem BioAssay.
RGS4 inh = human RGS4 inhibition | Transcreener GDP fluorescence polarization, RGS4-accelerated GTP hydrolysis | Potency, µM (top dose mostly 114 µM), without a hit: top-dose activity change, negative = inhibition, usual class: inhibitors | actives 0.039% (n = 390,000) | P49798; also: potency is read from the fitted curve at half-maximal effect; % is scaled to controls: 0 for no effect and ±100 for the full control effect; nearly all actives have a fitted effect of over 75% in size; some results filed as inactive show a strong effect at the top dose
Target sequence (P49798 whole entry, looked up): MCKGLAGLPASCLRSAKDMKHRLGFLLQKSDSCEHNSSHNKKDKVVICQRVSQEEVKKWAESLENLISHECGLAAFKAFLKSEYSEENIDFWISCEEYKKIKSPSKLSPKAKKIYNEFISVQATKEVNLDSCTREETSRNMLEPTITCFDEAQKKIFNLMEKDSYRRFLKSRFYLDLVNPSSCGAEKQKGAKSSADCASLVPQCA
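MLSMR compounds (23 nl, pin-transferred) preincubated 10 min at room temperature with a 500nM (2x) first reagent, then RGS4 at 900nM (2x) plus Transcreener GDP mix added; fluorescence polarization (620/688 nm) read before and after 90 min at 30 °C.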
Anesthetic bind = candidate novel general anesthetic via apoferritin binding; apoferritin/1-aminoanthracene competitive binding, fluorescence; actives 0.074% (n = 350,000); Potency, µM (top dose mostly 77.5 µM), for the others: top-dose activity change, negative = displacement, actives largely listed as inhibitors; P02791; AID 485281; also: potency is read from the fitted curve at half-maximal effect; % is scaled to controls: 0 for no effect and ±100 for the full control effect; nearly all actives have a fitted effect of over 20% in size
Target sequence (P02791 2-175 limits assumed): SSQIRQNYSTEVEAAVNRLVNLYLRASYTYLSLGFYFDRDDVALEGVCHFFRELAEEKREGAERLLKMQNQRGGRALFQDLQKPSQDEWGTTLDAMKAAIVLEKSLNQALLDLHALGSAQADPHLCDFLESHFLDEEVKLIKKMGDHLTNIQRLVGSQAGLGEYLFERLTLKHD
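Horse-spleen apoferritin (10 uM) in 50% saturated 1-aminoanthracene in PBS was incubated 10 min at room temperature with compound. Fluorescence (ex 380, em 535 nm) was normalized to free and bound 1-AMA, with concentration-response fitted by a four-parameter Hill equation.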
Pol eta inh = inhibitors of human DNA polymerase eta; Q9Y253; recombinant Pol eta, fluorescent DNA replication assay; Potency, µM (highest dose often 114 µM), inactives show top-dose activity change, negative = inhibition, actives largely listed as inhibitors; actives 1.2% (n = 390,000); also: potency is read from the fitted curve at half-maximal effect; % is scaled to controls: 0 for no effect and ±100 for the full control effect
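Fluorescent replication assay: 50 nM final substrate added after a 15 min room-temperature compound preincubation with 10 nM enzyme. Signal taken at 0 min and again at 10 min.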
APEX1 inh = APE1 (human) endonuclease inhibition; recombinant APE1, TAMRA/BHQ-2 abasic DNA cleavage fluorescence; P27695; Potency, µM (top dose mostly 65.8 µM), for inactives: at the highest dose activity change, negative = inhibition, usual class: inhibitors; actives 0.35% (n = 350,000);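 also: potency is read from the fitted curve at half-maximal effect; plate controls were vehicle for no effect and reference inhibitor for full effect; nearly all actives have a fitted effect of over 55% in size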
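Quantitative HTS: incision of a TAMRA/BHQ-2 double-stranded substrate bearing a tetrahydrofuran abasic site by 0.75 nM APE1 raises fluorescence. Substrate 50 nM final, added after 15 min compound preincubation at room temperature; progress as third-minus-first kinetic read difference.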
ALOX12 inh = blocks human arachidonate 12S-lipoxygenase | actives 1.1% (n = 580,000) | P18054 | Potency, µM (doses to about 108 µM), without a hit: at the top dose activity change, negative = inhibition, most hits filed as inhibitors | purified 12hLO, xylenol orange hydroperoxide absorbance; also: potency is read from the fitted curve at half-maximal effect; % is scaled to controls: 0 for no effect and ±100 for the full control effect
Target sequence (P18054 whole entry, looked up): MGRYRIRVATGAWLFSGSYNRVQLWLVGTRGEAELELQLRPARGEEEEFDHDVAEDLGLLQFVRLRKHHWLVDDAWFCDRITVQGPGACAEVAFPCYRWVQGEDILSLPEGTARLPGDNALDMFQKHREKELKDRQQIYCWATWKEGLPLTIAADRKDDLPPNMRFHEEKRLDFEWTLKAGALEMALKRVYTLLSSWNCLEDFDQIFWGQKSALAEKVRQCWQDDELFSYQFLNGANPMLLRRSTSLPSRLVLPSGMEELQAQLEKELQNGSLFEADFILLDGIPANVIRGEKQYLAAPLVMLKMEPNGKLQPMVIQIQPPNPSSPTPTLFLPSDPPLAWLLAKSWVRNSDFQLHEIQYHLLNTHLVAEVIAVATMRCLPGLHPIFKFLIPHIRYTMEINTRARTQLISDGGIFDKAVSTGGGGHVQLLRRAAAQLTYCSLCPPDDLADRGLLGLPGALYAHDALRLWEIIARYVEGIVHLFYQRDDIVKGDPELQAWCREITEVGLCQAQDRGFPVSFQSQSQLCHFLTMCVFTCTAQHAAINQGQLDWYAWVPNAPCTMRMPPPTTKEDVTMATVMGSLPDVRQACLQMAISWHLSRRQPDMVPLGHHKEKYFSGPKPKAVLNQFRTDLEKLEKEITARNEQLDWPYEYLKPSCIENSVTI
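Purified human 12hLO at 150 nM in 25 mM Hepes, 0.01% Triton X-100, pH 7.0, preincubated 15 min at room temperature with compound. Reaction started with 40 uM arachidonic acid, 30 min at room temperature. Hydroperoxide measured by Fe-xylenol orange, 573/405 nm absorbance ratio.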
LDHA inh = blocks human lactate dehydrogenase A; AID 1347041; activity change, % (values are at about 110 or 230 µM); actives 0.15% (n = 480,000); purified LDHA, NADH/diaphorase-resazurin fluorescence; active compounds read low; in the data active = activity change below about -30%; inconclusive = mostly about -25% to -30%;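 also: plate controls were DMSO wells for no effect and wells without enzyme for full effect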
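Human LDH5 (2 nM) was incubated with 0.06 mM NADH and 0.2 mM pyruvate for 5 min at room temperature in Tris pH 7.4. Remaining NADH was coupled through diaphorase/resazurin, and resorufin fluorescence was read at 0 and 20 min.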
POLK inh = inhibitors of human DNA polymerase kappa; Potency, µM (series often up to 107 µM), for the others: top-dose activity, negative = inhibition, actives largely listed as inhibitors; purified Pol kappa, fluorescent DNA synthesis assay, 10 min; actives 0.53% (n = 400,000); AID 588579; also: potency is read from the fitted curve at half-maximal effect; % is scaled to controls: 0 for no effect and ±100 for the full control effect
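Enzyme at 10 nM met test compounds for 15 min at room temperature. Substrate addition (50 nM final) began the reaction, which was monitored by fluorescence at 0 and 10 min.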
ERG-DNA inh = inhibitors of human ERG Ets domain-DNA interaction; Potency, µM (doses to about 76.9 µM), for the others: at the highest dose FP activity, negative = inhibition, usual class: inhibitors; P11308; fluorescence polarization, His-ERG Ets domain / labelled DNA; actives 0.028% (n = 370,000); active = well fitted inhibition curve with a large enough effect in the polarisation, with a control signal flat; inconclusive = small, poorly fitted or top-dose-only effect, or effect the other way, or a change in a side signal; inactive = no such curve, though single readings can be large or run the other way; the % refers to the polarisation;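 also: polarization taken with two DNA probes labelled with fluorescein and Texas red; potency is read from the fitted curve at half-maximal effect; % of control where 0% means no effect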
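His-tagged ERG Ets domain (1 uM in the protein solution; 300mM KCl, 50mM Tris-HCl, 1mM EDTA, 1mM DTT, pH 7.5) received compound, then a probe mix of 5 nM fluorescein-DNA and 100nM Texas-615-DNA. Fluorescence polarization was read for both dyes.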
POLB inh = DNA polymerase beta (human) inhibition. actives 1.3% (n = 340,000). Potency, µM (doses to about 114 µM), without a hit: top-dose activity change, negative = inhibition, usual class: inhibitors. Pol beta primer extension/strand displacement, fluorescence kinetic. P06746. AID 485314; also: potency is read from the fitted curve at half-maximal effect; % is scaled to controls: 0 for no effect and ±100 for the full control effect
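Kinetic readout of DNA synthesis with strand displacement by Pol beta. Compound and 10 nM enzyme sit 15 min at room temperature; 50 nM substrate starts the reaction, read immediately and at 10 min.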
* = called active by the depositor; ? = inconclusive; / = not tested or not shown; & = joins results of further samples; [ ] = another dose, or the depositor's remark. Unless noted, calls follow the shape of the dose curve; as a rule, active = well fitted curve in the direction sought with a large enough effect; inconclusive = small, poorly fitted or top-dose-only effect, or another doubt; inactive = no such curve, though single readings can be large; an effect the other way counts as inactive or inconclusive.

The first 2 records, to show the layout:
Each structure is followed by: RGS4 inh, Anesthetic bind, Pol eta inh, APEX1 inh, ALOX12 inh, LDHA inh, POLK inh, ERG-DNA inh, POLB inh
COC(=O)c1cc(CSc2nnc(NC3CCCCC3)s2)oc1C
 : -4%, ?, -4%, -7%, ?, 3, -31%, 5%, -4%
CC(C)(C)C(=O)Nc1nnc(COc2ccc(Cl)cc2)s1
 : 8%, ?, -24%, -1%, 108%[activator], 0, -13%, 4%, -4%

This part in full (from the top)
Each structure is followed by: RGS4 inh, Anesthetic bind, Pol eta inh, APEX1 inh, ALOX12 inh, LDHA inh, POLK inh, ERG-DNA inh, POLB inh
COC(=O)c1cc(CSc2nnc(NC3CCCCC3)s2)oc1C
 : -4%, ?, -4%, -7%, ?, 3, -31%, 5%, -4%
CC(C)(C)C(=O)Nc1nnc(COc2ccc(Cl)cc2)s1
 : 8%, ?, -24%, -1%, 108%[activator], 0, -13%, 4%, -4%
COC(=O)CCC(=O)Nc1sc(C)c(C)c1C(N)=O
 : ?, 0%, -15%, 15%, ?, -4, 2%, 6%, 36%
Cc1ccc(C2NC(=O)NC(O)(C(F)(F)F)C2C(=O)c2cccs2)o1 (centres undefined)
 : 19%, -8%, -6%, 0%, -5%, 1, -10%, -8%, 15%
Cc1ccc(C23CCC(=O)N2C(C(=O)O)CS3)c(C)c1 (centres undefined)
 : 3%, 7%, 1%, 50%[activator], -18%, -2, 0%, 2%, -19%
O=[N+]([O-])c1ccc(S(=O)(=O)NCC(c2ccco2)N2CCc3ccccc3C2)cc1 (centres undefined)
 : -2%, /, -12%, -1%, 14µM*, -7, -5%, 2%, /
O=C1c2cccnc2C(=O)N1Cc1ccc2c(c1)OCO2
 : -29%, -16%, -14%, -7%, -26%, 1, -9%, 1%, 6%
CCCn1nnnc1SCC(=O)N1CCN(C(=O)c2ccco2)CC1
 : -1%[11.4 µM], 2%, -20%, 11%, 0%, -3, -6%, 1%, -10%
CC(=O)c1cccc(NC(=O)C2CC(c3ccc(F)cc3)=NO2)c1 (centres undefined)
 : 3%, -15%, 7%, -1%, -7%, -5, -10%, -11%, 0%
CCOC(=O)c1[nH]c(C)c(/C(O)=C2\C(=O)C(=O)N(CCN(C)C)C2c2ccncc2)c1C (centres undefined)
 : 38%, -11%, -4%, -4%, ?, 2, -14%, -4%, -1%
Cc1ccc(-c2noc(CC(c3ccccc3)c3ccccc3)n2)cc1
 : -7%, -9%, -11%, -8%, 0%, 0, 1%, -9%, -28%
COc1cccc(OC)c1C(=O)OCC(=O)NCC(C)C
 : 0%, -2%, -11%, -6%, 3%, -2, -5%, 9%, -9%
O=C(/C=C/N1CCOCC1)c1ccc(-c2ccccc2)cc1
 : -48%, -21%, -13%, -1%, /, -5, 4%, 3%, ?
COC(=O)[C@@H]1CCCN1C(=O)c1cc(COc2cccc3cccnc23)on1
 : -19%, ?, -10%, -17%, 18%, -1, -8%, 11%, 7%
COc1ccc(N2CCN(c3ncnc4scc(-c5ccc(F)cc5)c34)CC2)cc1
 : 30%, 0%, -5%, 7%, -6%, -2, -19%, -2%, 26%
Cc1ccccc1NC(=O)CCN1CCCCCC1
 : 12%, /, -1%, /, -13%, 0, -4%, -1%, /
Cc1nn(C)cc1CNC(=O)c1cccc(Br)c1
 : 13%, -5%, 4%, 5%, -21%, 6, -6%, 4%, 42%
Cn1ncc2c(NCc3ccccc3)nc(NCCCO)nc21
 : 14%, -6%, -20%, 12%, -22%, -1, -3%, -9%, -10%
Nc1cc(N)nc(SCC(=O)NCC2CCCO2)n1 (centres undefined)
 : 12%, -12%, -9%, 1%, -19%, -6, 0%, 8%, -2%
CC(=O)c1c(C)[nH]c(C(=O)Nc2ccc(C)cn2)c1C
 : -1%, -5%, -1%, 1%, -7%, 0, -2%, -3%, 4%

In a second layout: results already given.
> Cc1ccc(C23CCC(=O)N2C(C(=O)O)CS3)c(C)c1 (centres undefined)
  RGS4 inh: 3%	Anesthetic bind: 7%	Pol eta inh: 1%	APEX1 inh: 50%[activator]	ALOX12 inh: -18%	LDHA inh: -2	POLK inh: 0%	ERG-DNA inh: 2%	POLB inh: -19%

> O=[N+]([O-])c1ccc(S(=O)(=O)NCC(c2ccco2)N2CCc3ccccc3C2)cc1 (centres undefined)
  RGS4 inh: -2%	Anesthetic bind: /	Pol eta inh: -12%	APEX1 inh: -1%	ALOX12 inh: 14µM*	LDHA inh: -7	POLK inh: -5%	ERG-DNA inh: 2%	POLB inh: /

> O=C1c2cccnc2C(=O)N1Cc1ccc2c(c1)OCO2
  RGS4 inh: -29%	Anesthetic bind: -16%	Pol eta inh: -14%	APEX1 inh: -7%	ALOX12 inh: -26%	LDHA inh: 1	POLK inh: -9%	ERG-DNA inh: 1%	POLB inh: 6%

(listing goes on)
Each structure is followed by: RGS4 inh, Anesthetic bind, Pol eta inh, APEX1 inh, ALOX12 inh, LDHA inh, POLK inh, ERG-DNA inh, POLB inh
CCOC(=O)N1CCN(c2ccc(F)cc2[N+](=O)[O-])CC1
 : -23%, 4%, -14%, ?, 41%[activator], -3, -2%, -6%, 8%
COc1ccccc1NC(=O)Nc1nc(CC(=O)Nc2ccc(F)cc2)cs1
 : -15%, /, -11%, -19%, 1%, -5, -7%, -1%, /
CC(=O)N1CCN(c2ccc(NC(=O)c3cccc([N+](=O)[O-])c3)cc2)CC1
 : -10%, -14%, -15%, 4%, 8%, 3, -2%, 4%, ?
Cc1cccc(NC(=O)Cn2nnc(-c3cccs3)n2)c1C
 : 13%, -6%, 3%, 2%, 0%, -9, -7%, -11%, -15%
CCc1ccccc1NC(=O)C1=CC(c2ccc(OC)c(OC)c2)=NS(=O)(=O)N1C
 : 8%&-20%, -11%&-10%, -4%&-9%, 40%, 29%&-9%, -6&-6, 3%&14%, 7%&1%, -26%&33%
CCN(CC)S(=O)(=O)c1cc(C(=O)Oc2cccc(-c3cnc4ccccc4n3)c2)ccc1OC
 : -22%, -6%, -29%, 0%, -14%, 0, 1%, -3%, 2%
Cc1ccc(SCCOCCN2CC(C)OC(C)C2)cc1 (centres undefined)
 : 14%, 6%, -7%, 5%, -6%, -4, 4%, -2%, 10%
COc1ccc(OCc2ccc(-c3nc(C#N)c(N4CCC(C(N)=O)CC4)o3)o2)cc1
 : -5%, 226%[activator], -16%, /, -16%, 3, 10%, -2%, ?
O=C(CN1c2ccccc2Sc2ccccc21)N/N=C/c1ccc([N+](=O)[O-])cc1
 : -1%, 9%, -6%, 12%, 312%[activator], -2, -17%, 1%, 15%
Cc1ccc(/C=N\NC(=O)C2COc3cc4ccccc4cc3O2)o1 (centres undefined)
 : -7%, ?, -10%, 3%, 14%, -5, -14%, -7%, -21%
COc1ccccc1C(=O)COC(=O)CNC(=O)c1ccc(Br)o1
 : -6%, /, -17%, 14%, 7%, -5, -11%, 20%, /
CCC(=O)Nc1cccc(C2=NOC3(C2)C[C@@H](C(N)=O)N(C(=O)COc2ccc(Cl)cc2)C3)c1 (some centres undefined)
 : -15%, 5%, -22%, 1%, -14%, -2, 9%, 10%, ?
Cc1noc(C)c1S(=O)(=O)N1CCC(C(=O)N2CCC(N3CCCCC3)CC2)CC1
 : 1%, -4%, -13%, -3%, 14%, -9, -4%, -2%, -1%
CCSc1ccc([C@@H]2[C@@H]3C(=O)N(CC)C(=O)[C@@H]3[C@]3(C(=O)OC)CCCCN23)cc1
 : 7%, /, ?, -8%, -17%, -4, -3%, 1%, /
COc1cccc(C(=O)OCC(=O)Nc2cc(C)on2)c1OC
 : -19%, /, -11%, 16%, -10%, -2, 0%, ?, /
CC1(C)N=C(/C=N/O)C=[N+]1[O-]
 : 1%, 7%, -14%, 1%, -16%, -8, -4%, -6%, -24%
c1ccc(-c2cnc(-c3ccccc3)nc2)cc1
 : -12%, -5%, -1%, -2%, 12%, -2, 2%, -1%, -10%
CCOc1cccc(/C(O)=C2/C(=O)C(=O)N(CCN3CCOCC3)C2c2cccnc2)c1 (centres undefined)
 : -36%, -12%, -6%, 1%, ?, 2, 6%, -1%, 25%
CC(NC(=O)c1cccc(OC2CCN(C(=O)C3CC3)CC2)c1)c1ccc(F)cc1 (centres undefined)
 : 2%, -12%, -12%, 32%, 5%, -3, -5%, -4%, -14%
O=C(NCc1ccccc1)c1ccccc1OCC(=O)N1CCCCC1
 : 26%, -15%, 5%, -3%, ?, -3, -15%, -1%, ?
O=S(=O)(Nc1ccncc1)c1ccccc1
 : -9%[11.4 µM], -9%, -18%, -1%, ?, -7, 0%, 3%, 3%
O=C(NC(=S)NCCc1ccccc1)c1ccco1
 : -15%, ?, -17%, -1%, -17%, 1, -4%, -7%, 5%
O=C(Nc1ccccc1)Nc1ccc(F)c([N+](=O)[O-])c1
 : -13%, -18%, -14%, ?, ?, -2, -15%, -9%, -13%
CCS(=O)(=O)Nc1ccc(C2=NN(C(=S)Nc3ccccc3)C(c3ccco3)C2)cc1 (centres undefined)
 : ?, -8%, -18%, -6%, -7%, 7, -8%, 11%, 0%
CC(=O)Nc1ccccc1OCC(=O)NC(C)c1ccc(F)cc1 (centres undefined)
 : -11%, -5%, -14%, 3%, -3%, -3, -8%, -8%, 12%

Some of the compounds tested (hit frequency here may not be typical).
